HBB splice mod – hemoglobin beta splicing modulation. HBB splicing reporter cell assay, activation; EGFP reporter with mutant IVS2-654 intron; response scale: normalised to 500 nM splice-correcting PNA. Potency, µM (titrated, usually from 46.1 µM), for inactives: at the top dose activation, most hits filed as activators. 65,000 tested, 0.06% active; note: potency is the fitted concentration of half-maximal effect; 0% is about no effect
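Compounds were applied for 2 days to HeLa EGFP-654 cells, 500/well in Optimem with 2% FCS. The reporter's EGFP is disrupted by mis-splicing of beta-globin intron IVS2-654. Readout: summed well GFP fluorescence from 488 nm laser scanning; reference was 500 nM antisense […] 654 PNA.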
Fluorescein autfl – compound fluoresces in the fluorescein spectral region. Compound autofluorescence, 480/540 nm, fluorescein-equivalent; stronger effect = higher value. max fluorescein-equivalent concentration, M. 59,000 tested, 0.91% active. AID 593; in the data active = max fluorescein-equivalent concentration above about 10 nM; inconclusive = between about 1.1 nM and that limit
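First, buffer (100 mM Tris, pH 8.0) dispensed; second, compounds and fluorescein standards pinned in; third, 15 min room-temperature incubation; finally, imaging at ex 480 nm/em 540 nm. Fluorescence normalized against the six-point fluorescein curve.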
Rhodamine autofl – compound autofluorescence in rhodamine spectral region. Rhodamine-region fluorescence, 547/598 nm, Tris buffer; stronger effect = higher value. max dye-equivalent concentration, M. 59,000 tested, 0.05% active. AID 594; in the data active = max dye-equivalent concentration above about 11 nM; inconclusive = between about 1.1 nM and that limit
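Intensities are converted to rhodamine-equivalent concentration using a six-point rhodamine standard on each plate. Compounds sit 15 min at room temperature in 100 mM Tris buffer, pH 8.0; read uses the 547/598 nm excitation/emission pair.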
Epigenetic mod – derepresses silenced GFP locus in mouse C127i cells; mouse C127i GFP locus derepression, cytometry, 30 h; Potency, µM (titrated, usually from 46.1 µM), without a hit: at the highest dose GFP derepression (activation); 68,000 tested, 0.09% active; AID 597; note: % of control where 0% means no effect
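Murine C127i mammary cells carrying a silenced, stably integrated CMV-driven GFP reporter were treated with compound for 30 hours at 37 C. After PBS washes, GFP-positive cells were counted by laser-scanning microplate cytometry.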
UbGFP stabilizer – ubiquitin-GFP accumulation via proteasome inhibition; Ubiquitin-GFP reporter cells, proteasome inhibition, GFP fluorescence; response scale: untreated = 0%, 10 µM MG-132 = 100%; 67,000 tested, under 10 active; AID 526; Potency, µM (series often up to 45.9 µM), for the others: at the highest dose activation (GFP accumulation), hits mostly activators; active = well fitted activation curve with a large enough effect, not every such curve was filed as active; inconclusive = small, poorly fitted or top-dose-only effect, or another doubt; inactive = no such curve, though single readings can be large or run the other way; note: potency is the fitted concentration of half-maximal effect
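U2OS cells expressing ubiquitin(G76V)-GFP, seeded overnight in 0.5% FBS medium, then treated 4 hr at 37 C across 46 uM to 2.9 nM. GFP-positive cells counted by laser cytometry (488 ex/515 em); %activity scaled between basal and 10 uM MG-132.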
ALOX15 inhib – blocks human 15-lipoxygenase activity. P16050. purified 15hLO-1, xylenol orange hydroperoxide absorbance. Potency, µM (highest dose often 57.1 µM), inactives show at the highest dose activity change, negative = inhibition, most hits filed as inhibitors. 74,000 tested, 1.4% active; note: potency is the fitted concentration of half-maximal effect; % is set by controls: 0 for no effect and ±100 for the full control effect; nearly all actives have a fitted effect of over 55% in size
Target sequence (P16050 whole entry, looked up): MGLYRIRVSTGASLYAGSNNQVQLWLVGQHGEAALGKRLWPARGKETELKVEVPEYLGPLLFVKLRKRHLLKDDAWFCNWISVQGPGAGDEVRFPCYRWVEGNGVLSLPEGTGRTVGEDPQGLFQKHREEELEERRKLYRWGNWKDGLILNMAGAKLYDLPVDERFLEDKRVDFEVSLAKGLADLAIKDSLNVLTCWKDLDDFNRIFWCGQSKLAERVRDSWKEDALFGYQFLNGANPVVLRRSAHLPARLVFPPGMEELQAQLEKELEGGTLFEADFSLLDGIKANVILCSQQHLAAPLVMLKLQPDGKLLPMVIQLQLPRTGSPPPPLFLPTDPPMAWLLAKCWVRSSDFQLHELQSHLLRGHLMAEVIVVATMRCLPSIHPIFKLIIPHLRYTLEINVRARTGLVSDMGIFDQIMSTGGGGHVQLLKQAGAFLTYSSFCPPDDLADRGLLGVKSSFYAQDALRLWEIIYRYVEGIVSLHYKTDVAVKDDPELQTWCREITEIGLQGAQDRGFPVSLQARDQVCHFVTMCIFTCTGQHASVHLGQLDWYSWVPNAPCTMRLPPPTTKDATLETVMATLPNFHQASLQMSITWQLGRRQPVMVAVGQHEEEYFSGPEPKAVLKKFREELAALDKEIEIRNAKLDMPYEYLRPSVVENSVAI
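Compounds were preincubated 15 min at room temperature with 40 nM purified human enzyme (25 mM Hepes pH 7.5, 0.01% Triton X-100); 50 uM arachidonic acid reacted 6 min. Fe-xylenol orange detection, 30 min, absorbance ratio 573/405 nm.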
4MU fluor – compound fluoresces in the 4-MU spectral region. compound autofluorescence, 340/450 nm, 4-MU equivalents; stronger effect = higher value. max dye-equivalent concentration, M. 59,000 tested, 11% active; in the data active = max dye-equivalent concentration above about 10 nM; inconclusive = mostly about 1.1 nM to 9.6 nM
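Compounds in 100 mM Tris, pH 8.0, incubated 15 min at room temperature, then fluorescence read at 340 nm excitation/450 nm emission. Signal converted to 4-MU dye-equivalent concentration using an on-plate six-point 4-MU standard curve.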
Texas Red fluor – compounds fluorescent in Texas Red spectral region. AID 587. Compound fluorescence, Texas Red channel, 547/618 nm; stronger effect = higher value. max dye-equivalent concentration, M. 59,000 tested, 0.06% active; in the data active = max dye-equivalent concentration above about 10 nM; inconclusive = between about 1.1 nM and that limit
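qHTS profiling of intrinsic compound fluorescence; 100 mM Tris pH 8.0; 15 min RT; ex 547 / em 618 nm; response expressed as Texas Red dye-equivalent concentration from six-point plate standard.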
HADH2 inhib – HADH2 (human) dehydrogenase inhibition; Q99714; recombinant HADH2, NADH fluorescence, beta-hydroxybutyryl-CoA; Potency, µM (top dose mostly 57.1 µM), for inactives: at the top dose activity change, negative = inhibition, usual class: inhibitors; 73,000 tested, 3.4% active; AID 886; note: potency is the fitted concentration of half-maximal effect; % is set by controls: 0 for no effect and ±100 for the full control effect; nearly all actives have a fitted effect of over 60% in size; many of its hits are not listed in these tables
Target sequence (Q99714 whole entry, looked up, one chain of several): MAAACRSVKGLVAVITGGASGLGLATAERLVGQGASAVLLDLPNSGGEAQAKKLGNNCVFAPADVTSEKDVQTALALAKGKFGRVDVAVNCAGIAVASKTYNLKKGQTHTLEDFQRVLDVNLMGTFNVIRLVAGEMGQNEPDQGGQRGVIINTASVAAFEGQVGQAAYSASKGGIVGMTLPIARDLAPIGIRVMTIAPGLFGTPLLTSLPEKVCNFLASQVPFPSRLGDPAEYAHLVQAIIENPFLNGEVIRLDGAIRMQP
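Buffer 100 mM Tris-HCl pH 9.0/0.01% Tween-20; HADH2 20 nM; NAD+ 1 mM; beta-hydroxybutyryl-CoA 90 uM (all final). 15 min cpd preincubation, RT.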
Hsp90 Hop PPI – changes Hsp90-Hop TPR2A binding signal, up or down; 71,000 tested, 0.44% active; AlphaScreen TPR2A-His6 binding biotin-Hsp90 C-terminal peptide; Potency, µM (top dose mostly 57 µM), for inactives: top-dose activity change, negative = inhibition; AID 595; active = well fitted curve in either direction with a large enough effect; inconclusive = small, poorly fitted or top-dose-only effect, or another doubt; note: potency is the fitted concentration of half-maximal effect; % is set by controls: 0 for no effect and ±100 for the full control effect; many of its hits are not listed in these tables
Pol III holo inh – DNA polymerase III holoenzyme inhibition; reconstituted DNA polymerase III holoenzyme replication, biochemical; Potency, µM (series often up to 57.1 µM), without a hit: at the top dose activity change, negative = inhibition; 71,000 tested, 0.25% active; note: potency is the fitted concentration of half-maximal effect; % is set by controls: 0 for no effect and ±100 for the full control effect
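Reconstituted *E. coli* holoenzyme (0.35 nM Pol III, 1 nM beta, 154 nM SSB, 2 nM primase) was preincubated with compound for 15 min at RT. Synthesis on 1.4 nM ssM13Gori ran 35 min, then was stopped with PicoGreen/EDTA and read as dsDNA fluorescence.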
* hit, by the source's call; i = inactive; ? = inconclusive; nt = not tested or not shown; & = joins results of further samples; ! = repeats disagree; [ ] = remark or other dose. Unless noted, calls come from the whole dose curve; as a rule, active = well fitted curve in the direction sought with a large enough effect; inconclusive = small, poorly fitted or top-dose-only effect, or another doubt; inactive = no such curve, though single readings can be large; an effect the other way counts as inactive or inconclusive. A portion of the library; rates above refer to the full screens.

SMILES | HBB splice mod | Fluorescein autfl | Rhodamine autofl | Epigenetic mod | UbGFP stabilizer | ALOX15 inhib | 4MU fluor | Texas Red fluor | HADH2 inhib | Hsp90 Hop PPI | Pol III holo inh
C=C1C(=O)O[C@@H]2[C@@H]1CC/C(C)=C\CC[C@@]1(C)O[C@H]21 | -0.1%[20.6 µM] | ? | i | -1%[20.6 µM] | -2%[20.5 µM] | 0%[25.6 µM] | 3e-08M*! | i | -13%[25.6 µM] | -3%[26 µM] | -4%[25.6 µM]
COc1ccc(F)cc1S(=O)(=O)NC1CCCCCC1 | 0.8% | i | i | -5% | 4% | -2% | i | i | -3% | 1% | -2%
O=C(Nc1ccc2nc(-c3ccc(Br)o3)[nH]c2c1)c1cccs1 | 2.7%[0.369 µM] | i | i | 3% | nt | -28% | 1.7e-08M* | i | -15% | -10% | -11%
Cc1ccc(CC2S/C(=C(/C#N)C(=O)NCc3ccco3)N(c3ccccc3)C2=O)cc1 (stereo unspecified) | -1.7% | nt | nt | 2% | 0% | -4% | nt | nt | 0% | -3% | -1%
O=C(Cc1cccs1)NCc1ccncc1 | nt | ? | i | -3% | 0% | 18% | i | i | 7% | 2% | -4%
Cc1onc(-c2ccccc2)c1C(=O)N1CCN(C(=O)c2ccco2)CC1 | 2.3% | i | i | 3% | 13% | 9% | i | ? | 2% | -2% | -8%
COc1nc(OC)nc(N2CCC(C(=O)NCc3ccco3)CC2)n1 | -2.2% | ? | i | 1% | -1% | 6% | i | i | 5% | -2% | 6%
Cc1ccc(Nc2cc(C)nn2-c2nc(C)cc(C)n2)cc1 | 0.4% | ? | i | -1% | 6% | 43%[activator] | i | i | 14% | -7% | -4%
Cc1ccc(=O)n(C(C(=O)NCc2ccco2)C(=O)c2ccc(F)cc2)c1 (stereo unspecified) | 1.0%[57.5 µM] | ? | i | 2% | -4% | 0% | i | i | -9% | 0% | ?
Cc1cc2oc(=O)cc(CN3CCc4ccccc43)c2cc1Cl | -0.2%[57.5 µM] | ? | i | -2% | 0% | -16% | i | i | 0% | -5% | 3%
COCc1nnc(SCC(=O)NC(C)c2ccccc2)n1-c1ccccc1 (stereo unspecified) | 0.3% | ? | i | -4% | -1% | -2% | ? | ? | -2% | 3% | 2%
Cc1onc(-c2c(F)cccc2Cl)c1C(=O)NCc1ccco1 | -0.9% | nt | nt | -2% | -12% | ? | nt | nt | -7% | ? | -4%
CNc1nc(-c2c(C)noc2C)nc2ccccc12 | -1.9% | ? | i | 0%[9.22 µM] | 0% | ? | i | i | -9% | 1% | -7%
Cc1cc(C)c2c(N)c(C(=O)NCc3ccco3)sc2n1 | 0.6% | ? | i | 3% | 20% | ? | 1.2e-07M* | i | -3% | 1% | -7%
Cn1c(CNC(=O)c2ccc(F)cc2)nc2ccccc21 | -0.2% | nt | nt | nt | 5% | 6% | nt | nt | 1% | -1% | -6%
Cc1cc(-c2nnc3sc(-c4ccc(Cl)cc4Cl)nn23)n[nH]1 | 3.0%[1.84 µM] | i | i | 0% | -1% | -2% | i | i | 0% | -4% | 4%
CC(=O)c1cc2c(cc1NC(=O)CSc1nc3ccccc3o1)OCO2 | -0.5% | ? | i | 0% | 6% | 5% | 5.4e-07M* | i | 33%[activator] | 0% | 1%
Cc1nc2nc3c(cn2n1)C(=O)CC(c1ccccc1)C3 (stereo unspecified) | 4.4%[0.369 µM] | ? | i | 5% | nt | 4% | i | i | -14% | -2% | -5%
O=C1Nc2ccc(I)cc2/C1=C/c1cc(Br)c(O)c(Br)c1 | ? | ? | i | 0%&-1% | -1%&2% | 13µM* | i | i | 13µM* | ? | 4%&0%
CCCNc1nc2c(c(=O)n(C)c(=O)n2C)n1Cc1ccc(F)cc1 | -0.4% | nt | nt | nt | 0% | -1% | nt | nt | -8% | 4% | -1%
O=C1C2CC=CCC2C(=O)N1c1ccc(OCC(O)Cn2nnc3ccccc32)cc1 (stereo unspecified) | nt | i | i | 3% | 3% | -3% | i | ? | -2% | -2% | 6%
CC1CCCN(CCC(=O)c2ccc(Br)cc2)C1 (stereo unspecified) | 0.6% | i | i | 6% | -7% | -7% | i | i | -28% | -7% | -2%
Nc1ccc(Nc2ccccc2N)cc1 | -1.7% | i | i | -1% | 0% | ? | i | i | ? | ? | -8%
CCOC(=O)c1[nH]c2ccc(C)cc2c1N=CN(CC)CC | nt | i | i | 5%[20.6 µM] | nt | nt | 1.4e-08M* | i | nt | nt | nt
O=C(NCC(=O)N(CC1CCCO1)C(C(=O)NC1CCCCC1)c1ccc(F)cc1)c1ccco1 (stereo unspecified) | nt | i | i | -1% | -4% | 3% | i | i | -2% | -2% | -5%
(listing goes on)
SMILES | HBB splice mod | Fluorescein autfl | Rhodamine autofl | Epigenetic mod | UbGFP stabilizer | ALOX15 inhib | 4MU fluor | Texas Red fluor | HADH2 inhib | Hsp90 Hop PPI | Pol III holo inh
COCCn1nnnc1CN1CCN2CCCC2C1 (stereo unspecified) | nt | i | i | 1% | 0% | -2% | i | i | -5% | -1% | -3%
C=CCn1c(SCc2c(C)noc2C)nc2sc3c(c2c1=O)CCCCC3 | -1.1% | i | i | 0% | 0% | -15% | i | i | 5% | 13% | 2%
Cc1c(CNC(=O)c2nn3c(c2Cl)NC(c2ccccc2)CC3C(F)(F)F)cnn1C (stereo unspecified) | -0.5% | ? | i | -2% | -3% | -10% | i | ? | 4% | -4% | -2%
COc1ncc2nc(-c3ccc(Cl)cc3)c(=O)n(C)c2n1 | 1.1% | ? | i | -3%[9.22 µM] | 0% | 1% | 2.7e-08M* | i | -23% | -6% | 1%
Cn1c2c(c(=O)[nH]c1=O)C(NC(=O)c1ccco1)(C(F)(F)F)C(=O)N2 (stereo unspecified) | 2.3%[0.369 µM] | i | i | 6% | -3% | 11% | i | i | -2% | -1% | 4%
N=c1n(CC(=O)O)c2ccccc2n1Cc1ccccc1Cl | -1.7% | i | i | 1% | 0% | -5% | i | i | 2% | -7% | -3%
O=C(Cn1c(=O)oc2cc(S(=O)(=O)N3CCOCC3)ccc21)N1CCc2ccccc2C1 | 0.3% | nt | nt | 0% | 1% | 5% | nt | nt | 16% | -2% | -1%
O=C(CSc1nnc(Cn2c(=O)sc3ccccc32)n1-c1ccccc1)N1CCOCC1 | 2.6%[1.84 µM] | ? | i | -2% | -8% | -13% | i | ? | ? | -1% | -4%
CC(=O)O[C@H]1C(=O)[C@@]2(C)[C@H]([C@H](OC(=O)c3ccccc3)[C@]3(O)C[C@H](OC(=O)[C@H](O)[C@@H](NC(=O)c4ccccc4)c4ccccc4)C(C)=C1C3(C)C)[C@]1(OC(C)=O)CO[C@@H]1C[C@@H]2O | nt | nt | nt | 0% | 1% | -2% | nt | nt | 0% | -2% | -3%
O=C(CNC(=O)c1ccccc1)NCCc1nc2ccccc2[nH]1 | 6.8%[1.84 µM] | i | i | 0% | -14% | 4% | i | i | 1% | 0% | -5%
Cc1cccc(-n2nnc(C(=O)NCc3ccc4c(c3)OCO4)c2N)c1 | -0.9% | i | i | 1% | -7% | -1% | i | i | -3% | -2% | 0%
O=C(Nc1ccccc1)N1CCCC2(CCN(C(=O)c3cccc(F)c3)CC2)C1 | 1.7% | ? | i | 0%[9.22 µM] | 5% | 16% | i | i | 4% | 6% | -6%
CCc1nc2ccc(C(=O)NCc3ccco3)cc2nc1CC | -0.1%[57.5 µM] | ? | i | -2% | 6% | -7% | i | i | 3% | -3% | -7%
COc1ccc(NC(=O)CN(c2ccccc2)S(=O)(=O)N(C)C)cc1OC | -1.0% | i | i | 0% | -7% | -22% | i | i | -21% | -6% | -3%
CSC(=NC1CCCCC1)NS(=O)(=O)c1ccccc1 | 1.0%[57.5 µM] | i | i | 5% | 7% | 1% | i | i | -8% | 5% | -2%
CC1CCCC(C)N1C(=O)Cn1c(SCC(=O)Nc2ccc3c(c2)OCO3)nc2ccccc21 (stereo unspecified) | 0.0% | i | i | 0% | 0% | -5% | i | i | 21% | -1% | -6%
Cc1ccc(NC2=NC(C(=O)Nc3ccc(C)c(C)c3)CC(=O)N2)cc1 (stereo unspecified) | -1.1% | ? | i | 0% | -9% | -12% | i | i | 7% | -4% | -3%
Fc1ccc(-n2c(-c3ccco3)nc3nc4ccccc4nc32)cc1 | -1.0% | ? | i | 0% | -1% | -8% | 2.9e-06M* | i | 215%[activator] | -3% | -1%

Bioassay records deposited in PubChem by National Center for Advancing Translational Sciences (NCATS).
